ALOX12 inh: ALOX12 (human) lipoxygenase inhibition; P18054; purified 12hLO, xylenol orange hydroperoxide absorbance; Potency, µM (series often up to 108 µM), inactives show top-dose activity change, negative = inhibition, usual class: inhibitors; 580,000 compounds, 1.1% hits; AID 1671190; active = well fitted inhibition curve with a large enough effect; inconclusive = small, poorly fitted or top-dose-only effect, or another doubt; inactive = no such curve, though single readings can be large or run the other way
Target sequence (P18054 whole entry, looked up): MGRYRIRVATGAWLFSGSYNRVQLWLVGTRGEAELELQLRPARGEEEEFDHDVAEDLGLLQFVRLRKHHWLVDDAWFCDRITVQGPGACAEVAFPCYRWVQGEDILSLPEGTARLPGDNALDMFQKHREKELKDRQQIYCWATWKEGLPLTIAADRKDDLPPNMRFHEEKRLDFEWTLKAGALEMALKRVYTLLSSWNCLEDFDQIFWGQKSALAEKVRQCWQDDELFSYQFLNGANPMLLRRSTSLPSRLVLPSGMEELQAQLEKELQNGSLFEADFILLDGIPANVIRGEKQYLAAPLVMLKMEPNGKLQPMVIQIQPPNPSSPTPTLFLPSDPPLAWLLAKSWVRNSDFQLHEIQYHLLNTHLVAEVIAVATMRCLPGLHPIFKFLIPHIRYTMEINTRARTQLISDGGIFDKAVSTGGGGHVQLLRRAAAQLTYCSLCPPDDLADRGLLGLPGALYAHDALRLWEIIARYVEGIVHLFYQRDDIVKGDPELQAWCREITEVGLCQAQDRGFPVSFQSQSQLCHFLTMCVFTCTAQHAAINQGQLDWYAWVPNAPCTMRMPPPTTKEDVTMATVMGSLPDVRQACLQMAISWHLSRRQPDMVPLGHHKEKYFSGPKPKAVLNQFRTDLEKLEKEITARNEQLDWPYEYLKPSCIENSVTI
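Hydroperoxide product was detected by ferrous iron/xylenol orange as the 573 to 405 nm absorbance ratio. Arachidonic acid at 40 uM (final) was turned over for 30 min at room temperature by 150 nM human 12hLO, pH 7.0 Hepes buffer, after 15 min compound preincubation.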
* hit, by the source's call; ? = inconclusive; [ ] = remark or other dose. % is scaled to controls: 0 for no effect and ±100 for the full control effect; potency is read from the fitted curve at half-maximal effect.

| ALOX12 inh | smiles |
| --- | --- |
| ? | Cc1c(C(=O)Nc2ccc(F)c(C(F)(F)F)c2)sc2nc(-c3ccc(F)cc3)cn12 |
| 25%[176 µM] | O=C(C1CN(c2ccccc2)C(=O)N1)N1CCCC1 (stereo not drawn) |
| -8% | O=C(CCC1CCCC1)N1CCC2(CC1)CC(N(C(=O)c1ccccc1)C1CC1)CCO2 (stereo not drawn) |
| 19% | C=CCc1c(C)c2ccc(OCC(=O)c3ccccc3)cc2oc1=O |
| 2% | COc1cccc(-c2cc(C(=O)N[C@@H](C)C(N)=O)[nH]n2)c1 |
| 20% | COCCN1C(=O)CS(=O)(=O)C12CCN(C(=O)c1cc(C)ccc1C)CC2 |
| 27% | COc1ccc(C2Cn3cnc(C(=O)N4CCC(C(=O)NC5CCCCCC5)CC4)c3CO2)cc1 (stereo not drawn) |
| -5%[57.4 µM] | NC(=O)c1ccc(I)c([N+](=O)[O-])c1 |
| -3% | COC(=O)c1cnn(-c2ccc(C(=O)Nc3ccc(F)c(F)c3)cc2)c1N |
| 49%[176 µM] | O=C1N[C@@H]2CCN(C(=O)c3ccc(C(F)(F)F)cc3)[C@@H]2C(=O)N1c1ccccc1 |

Gathered by group, the compounds so far containing an aryl methoxy group (2)
| ALOX12 inh | smiles |
| --- | --- |
| 2% | COc1cccc(-c2cc(C(=O)N[C@@H](C)C(N)=O)[nH]n2)c1 |
| 27% | COc1ccc(C2Cn3cnc(C(=O)N4CCC(C(=O)NC5CCCCCC5)CC4)c3CO2)cc1 (stereo not drawn) |

More results:
| ALOX12 inh | smiles |
| --- | --- |
| 21% | Cc1cn2nc(C(=O)NCCc3ccccc3)cc2c(=O)[nH]1 |
| 6% | Cn1nc2n(c1=O)CCN(S(=O)(=O)c1ccc(Cl)s1)CC2 |
| 0% | CCNc1ncc2nc(-c3cc(F)cc(F)c3)c(=O)n(Cc3cccs3)c2n1 |
| 38% | CCN1CCN(C(=O)CCn2ccc(=O)[nH]c2=O)C(C)C1=O (stereo not drawn) |
| -12% | Cc1ccc(Cl)cc1N1CCN(C(=O)c2noc3c2CCc2sccc2-3)CC1 |
| -20% | COc1cc(C(=O)Nc2sc(C(=O)OC(C)C)c(C)c2C#N)cc(OC)c1OC |
| 43% | Cc1cccc(C)c1OCC(=O)N1CCC(NC(=O)c2ccccc2)CC1 |
| -1% | Cc1c(Cl)cccc1NC(=O)CN1CCC2(CC1)OCCO2 |
| -6%[176 µM] | COc1cccc(Nc2ccc(CN3CCC(C)(NC(C)=O)C3)cc2)c1 (stereo not drawn) |
| ? | CC(=O)N1N=C(c2ccc(F)cc2)CC1c1ccc2nccnc2c1 (stereo not drawn) |
| -2% | N#CCCn1c(SCC(=O)Nc2ccc3c(c2)CCC3)nc2ccccc21 |
| 51%[activator] | O=C(NCc1ccncc1)c1ccccc1Nc1ccccc1 |
| 24% | O=C1Cc2c(-c3ccccc3OCc3ccccc3)n[nH]c2CN1CCOc1ccccc1 |
| -9% | COCc1[nH]nc2c1C(c1ccc(Br)cc1)N(Cc1ccccc1)C2=O (stereo not drawn) |
| -49% | COC(=O)c1ccc(CNC(=O)c2ccccc2-c2ccccc2)cc1 |
| 4% | O=C(Nc1ccc(F)cc1Cl)c1nc2ccccc2nc1N1CCCC1 |
| ? | CCOC(=O)COc1c(Br)cc(/C=C2/NC(=O)NC2=O)cc1Br |
| ? | Cc1csc(C(C#N)C(=O)CSc2ccc3c(c2)OCCO3)n1 (stereo not drawn) |
| -1% | COc1ccc(-c2noc(CN(C)CCOc3ccc(C)cc3)n2)c(OC)c1OC |
| -6% | CCn1ncc(N2CCCC(CC(=O)Nc3ccccc3OC)C2)cc1=O (stereo not drawn) |
| ? | Oc1ccccc1CN1C[C@H](O)C[C@H]1c1nc(-c2ccccc2)no1 |
| 10% | NNc1nc(NCc2ccccc2)nc(Nc2ccccc2)n1 |
| 22%[176 µM] | CS(=O)(=O)c1ccc(OCC2(CNC3CCC3)C[C@@H](O)[C@@H](O)C2)cc1 (stereo partly drawn) |
| -1% | CCCCCCNc1nc2c(c(=O)n(C)c(=O)n2C)n1Cc1cc(OC)ccc1Cl |
| 9%[6.33 µM] | O=C1NCc2ccccc2CC12CCN(Cc1ccncc1)CC2 |
| 7% | CCOC(=O)COc1ccc2c(=O)c(Oc3cc(C)c(Cl)c(C)c3)coc2c1 |
| 36%[activator] | Cc1ccc(C)c(NC(=S)NNC=O)c1 |
| 38% | Cc1nc(C(=O)N2CCCC(c3nnc(Cn4ccnc4)n3C)C2)cs1 (stereo not drawn) |
| ? | COc1ccc(NC(=O)N2CCCC(Cc3nncn3C)C2)cc1 (stereo not drawn) |
| 31%[activator] | CC(C)NC(=O)CCC[C@@H]1[C@H]2CCCN3CCC[C@@H](CN1C)[C@@H]23 |
| 7%[176 µM] | COc1ccc(-c2cn(C)c(=O)n3cc(COc4ccnn4C)nc23)cc1 |
| 27% | O=C(Nc1ccc(F)cc1)c1ccc(N2C(=O)CCS2(=O)=O)cc1Cl |
| -5% | COCCN1C(=O)CC[C@]2(C(=O)NCc3ccc(C)cc3)CCCC[C@@H]12 |
| 2%[6.33 µM] | O=C(Nc1ccc(Cl)cc1Cl)c1cnn2c1CN([S+](=O)([O-])c1cccc(C(F)(F)F)c1)CC2 |
| 45%[activator] | O=C(c1ccn[nH]1)N1CCC(c2noc(COc3ccc(F)cc3)n2)CC1 |
| 10% | NC(=O)[C@H](Cc1ccccc1)NCc1cc(=O)c2cc(F)ccc2[nH]1 |
| 8%[57.4 µM] | CS(=O)(=O)N1CCC2(CCN(c3ccccn3)CC2)CC1 |
| 33%[activator] | N#Cc1ccc(C(=O)N2CCCOCCNC(=O)CC2)cc1 |
| 23% | CCN1CC2(CCN(C(=O)COC(C)C)CC2)CC(c2ccccc2)C1=O (stereo not drawn) |
| -13% | CCOc1ccc(NC(=O)Cn2c(-c3ccc(Cl)cc3)nc(C)c(CCO)c2=O)cc1 |

Retrieved one by one from the entries so far, 2 records:
| ALOX12 inh | smiles |
| --- | --- |
| 2% | COc1cccc(-c2cc(C(=O)N[C@@H](C)C(N)=O)[nH]n2)c1 |
| -20% | COc1cc(C(=O)Nc2sc(C(=O)OC(C)C)c(C)c2C#N)cc(OC)c1OC |

The listing picks up with the 3 entries that preceded the break.
| ALOX12 inh | smiles |
| --- | --- |
| 33%[activator] | N#Cc1ccc(C(=O)N2CCCOCCNC(=O)CC2)cc1 |
| 23% | CCN1CC2(CCN(C(=O)COC(C)C)CC2)CC(c2ccccc2)C1=O (stereo not drawn) |
| -13% | CCOc1ccc(NC(=O)Cn2c(-c3ccc(Cl)cc3)nc(C)c(CCO)c2=O)cc1 |
| 18% | O=C(O)[C@@H]1CN(S(=O)(=O)N2CCOCC2)C[C@H]1c1cccnc1 |
| -1% | O=C(CN1CCN(C(=O)c2nn(Cc3ccccc3)c(=O)c3ccccc23)CC1)N1CCCCCC1 |
| 26% | Cc1ccccc1C(=O)N1CCc2c(nc(-c3ccncc3)nc2N(C)C)C1 |
| 1% | C[C@@H]1CN(C(=O)Cc2ccc3c(c2)OCO3)C[C@@]1(O)C1CCC1 |
| ? | c1cncc(-c2nc3ccncc3[nH]2)c1 |
| ? | Cn1c(Sc2ncc(C(F)(F)F)cc2Cl)nnc1-c1ccccc1 |
| 10µM* | O=c1cc(O)c2sc3nc(-c4cccs4)cc(-c4cccs4)c3c2[nH]1 |
| -7% | Cc1cc(C(=O)COC(=O)c2ccco2)c(C)n1Cc1cccs1 |
| -15% | Cc1ncccc1C(=O)NC1CCN(C(=O)N2CC3CC(C2)[C@H]2CCCC(=O)N2C3)CC1 (stereo partly drawn) |
| 4% | CCCCCCCCS(=O)CCCCO (stereo not drawn) |
| ? | CC(C)CCC(=O)NCCCNC(=O)c1cccs1 |
| 6% | Cc1cccc(NC(=O)C(C#N)C(=O)c2ccccc2Cl)c1 (stereo not drawn) |
| ? | COc1ccc(Nc2nc(N)c(C(=O)c3ccc(C)cc3C)s2)cc1 |
| 3% | CCOC(=O)c1csc(C)c1-c1ccccc1 |
| 2%[176 µM] | CC(=O)Nc1ccccc1-c1c(C)nn2c1N(C(=O)Cc1cccc(Cl)c1)CCC2 |
| -32% | Cc1ccc(NC(=O)N2CCN(S(=O)(=O)c3cc4c(cc3Cl)NC(=O)C(C)O4)CC2)cc1C (stereo not drawn) |
| -1% | O=C(Cc1ccccc1)NCC1CN(C(=O)Cc2cccc(Oc3ccccc3)c2)CC12CN(c1ccccc1)C2 (stereo not drawn) |
| ? | Cn1c(NCc2ccccc2)nc2cnc(Nc3ccccc3Cl)cc21 |
| 20% | O=C(c1ccccc1O)N1CCN(C(=O)c2cc(=O)[nH]c3ccccc23)CC1 |
| -16% | CCc1ccc(C23OC(=O)C(C)(C)C2OC(=O)C3(C)C)cc1 (stereo not drawn) |
| ? | COc1cccc(C(=O)/C(C#N)=C\c2ccccc2OC(F)F)c1 |
| 38%[activator] | O=C(Cn1nc2c(cc1=O)CCCCC2)NCCc1ccco1 |
| -24% | CCOc1ccccc1NC(=O)N1CCN(Cc2nc(-c3ccc(C)cc3)oc2C)CC1 |
| 51%[activator] | O=C(COc1ccccc1)NCCC1CCN(C(=O)Nc2ccccc2)CC1 |
| 2% | COc1ccc(CCC(=O)N2CCC(Cc3nc(-c4ccc(OC)cc4)no3)CC2)cc1 |
| 19% | NC(=O)CSc1ccc2c(c1)OCCCO2 |
| 33%[176 µM] | CC1=C[C@@H](CNC(=O)C(C)(C)C)[C@H](C(C)C)C[C@H]1Cc1nnc(-c2ccncc2)o1 |
| 32%[activator] | CCOc1cccc(CN2C[C@@H](Oc3ccccc3)C[C@@H]2C(=O)NC)c1 |
| 12% | O=C(NCc1ccccc1)N1CCC(O)(c2csc(CN3CCc4ccccc4C3)n2)CC1 |
| 40%[activator] | O=C(NCC12CCC=C1N(Cc1ccccc1)C(=O)CC2)c1cccnc1 (stereo not drawn) |
| -8%[12.5 µM] | O=C1CC2CCN(Cc3c[nH]c4ccccc34)CC2CCN1 (stereo not drawn) |
| 27% | CCOc1cc(=O)n2c(c1C(=O)Nc1ccc(F)cc1F)CCCC2 |
| 3% | C=CCNC(=O)NC(=O)CN(C)Cc1ccc(C(=O)NCC(F)(F)F)cc1 |
| 46%[activator] | CN1C(=O)CS(=O)(=O)C12CCN(C(=O)C1(c3ccccc3)CC1)CC2 |
| 0% | CCN(CC(=O)NC)S(=O)(=O)N1CCCCCC1 |
| 8% | Cc1ccc(NC(=O)N2CCCN(S(C)(=O)=O)C(c3ccccc3)CC(=O)NCC2)cc1C (stereo not drawn) |
| -2%[176 µM] | CC(C)NC(=O)N[C@H]1C[C@H]2C(=O)NC[C@@H](CCC(=O)N3CCc4ccccc43)N2C1 |
| 33%[activator] | COc1cccc(C(=O)NCC2CCCN(Cc3nc4ccccc4[nH]3)C2)c1OC (stereo not drawn) |
| 53%[activator] | O=C(Nc1nnc(-c2cccnc2)s1)C(=O)c1c[nH]c2ccccc12 |
| 5% | Fc1ccccc1-c1nc(N2CCCCCC2)c2ccccc2n1 |
| ? | CN1CCN(C(=O)c2cc(=O)[nH]o2)CC12CCC(=O)N(CCO)CC2 (stereo not drawn) |
| ? | C/C=C/c1ccc(OCC(O)CNCc2ccc(OC)cc2)c(OC)c1 (stereo not drawn) |
| ? | CCc1nc(-c2c3n(c(=O)n(CC(=O)Nc4cccc(OC)c4)c2=O)CCCC3)no1 |
| -10% | COC(=O)C1=CN(c2cccc(C(F)(F)F)c2)C=C(C(=O)OC)C1c1ccc(Cl)cc1 |
| -11% | CN1CCOC(CNC(=O)Cc2ccc(F)c(Br)c2)C1 (stereo not drawn) |
| -49% | CC(=O)Nc1ccc(OC/C=C/c2ccccc2)cc1 |
| -5% | Cc1c(C(=O)OCCOc2c(Cl)cc(Cl)cc2Cl)sc(=S)n1C |
| 15% | Cc1nn(CC(=O)NC2CC(c3nnc(CN(C)C)n3C)C2)c(C)c1Cl (stereo not drawn) |
| 2% | COc1cc(C(=O)Nc2cccc(-c3nc4ccccc4o3)c2)cc(OC)c1OC |
| 34%[57.4 µM] | CC(=O)O[C@]1(C(C)=O)CC[C@H]2[C@@H]3C=C(C)C4=CC(=O)CC[C@]4(C)[C@@H]3CC[C@@]21C |

Molecules listed so far that have bromine:
| ALOX12 inh | smiles |
| --- | --- |
| -9% | COCc1[nH]nc2c1C(c1ccc(Br)cc1)N(Cc1ccccc1)C2=O (stereo not drawn) |
| ? | CCOC(=O)COc1c(Br)cc(/C=C2/NC(=O)NC2=O)cc1Br |
| -11% | CN1CCOC(CNC(=O)Cc2ccc(F)c(Br)c2)C1 (stereo not drawn) |

Continuation:
| ALOX12 inh | smiles |
| --- | --- |
| 36%[activator][176 µM] | Cc1cc(F)ccc1OC1CN(Cc2ccc(C(F)(F)F)cc2)C1 |
| 11%[176 µM] | Cc1ccccc1CNC[C@H]1O[C@@H]2C[C@@H](CC(=O)NCc3nccn3C)O[C@@H]2[C@@H]1O |
| 11%[6.33 µM] | O=C(C1CC1)N1CCC2(COc3ncccc3[S+](=O)([O-])N2)C1 (stereo not drawn) |
| -14%[176 µM] | Cc1ccc(CN2C(=O)[C@@H]3C[C@@H](O)CN3C3(CN(C4Cc5ccccc5C4)C3)C2=O)o1 |
| -12% | COc1ccccc1C1c2ccc(O)cc2Oc2ncn3nc(C)nc3c21 (stereo not drawn) |
| 26% | Cc1cccc(C(=O)N2CC[C@@](C)(O)[C@@H](Cc3ccccc3)C2)c1C |
| ? | O=C1NC(=NC2CCCC2)C2(CCN(Cc3ccc(F)cc3)C2)N1c1cccnc1 (stereo not drawn) |
| 1% | O=C(NC1CC1)c1ccc2c(c1)CCCC2 |
| ? | COCCn1cnc2c1c(=O)n(CC(=O)Nc1ccccc1)c(=O)n2Cc1ccccc1 |
| -4% | NC(=O)C1CCN(C(=O)C2CCN(S(=O)(=O)Cc3c(F)cccc3Cl)CC2)CC1 |
| ? | NC(=O)c1cccc(O)c1 |
| 61%[activator] | O=C(O)CN1CCC[C@]2(C(=O)O)CN(Cc3cccc(O)c3)CC[C@@H]12 |

This is a subset; count on the stated rates, not on these rows.
